PKA-R1A act: activators of PKA-R1A holoenzyme, primary screen, biochemical, fluorescence polarization, Cy5-IP20, bovine R1A, mouse PKAc; cAMP-dependent protein kinase type I-alpha regulatory subunit (Bos taurus) + …; PKA-R1A dissociation; scaled: DMSO 0%, 113 µM cGMP 100%; 0.083% of 340,000 active; activation, % at 11.4 µM;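 active = percent activation above the mean of all tested compounds plus 3 SD, cut at about 19% in these data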;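 note: higher means more PKAc released from R1A so a rise in polarization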
PKA-R2B activ: activators of PKA-R2B holoenzyme, primary screen, biochemical, fluorescence polarization, Cy5-IP20, human; cAMP-dependent protein kinase catalytic subunit beta (Homo sapiens) + cAMP-dependent …; activation, % at 11.4 µM; 0.079% of 340,000 active; AID 504700, 2011; PKA-R2B holoenzyme dissociation; R2B truncated from residue 108, S112A mutant; 0% DMSO only, 100% 113 µM cGMP;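 active = activation above a cutoff set at the mean over all compounds plus 3 SD, cut at about 18% in these data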;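 note: higher means more holoenzyme dissociation and a rise in polarization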
DAGLB inhibitor: DAGLB lipase inhibitors, primary screen, biochemical, fluorescence, HTS. Diacylglycerol lipase-beta (Homo sapiens), Q8NCG7. HEK293T DAGLB membrane lysate, EnzChek fluorogenic substrate. inhibition, % at 5.17 µM. 0.059% of 340,000 active; in the data active = inhibition above about 34%;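 note: 0% = enzyme with vehicle and 100% = wells lacking enzyme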
AddAB inh: growth inhibition of E. coli expressing H. pylori AddAB, primary screen, AddAB inhibitor project, absorbance; inhibition, % at 11.9 µM; 0.29% of 330,000 active; in the data active = inhibition above about 12%;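 note: 0% = vehicle wells of infected cells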
Mot1-301 SUMO: yeast Mot1-301 growth rescue at high temperature, primary screen, SUMOylation pathway inhibitor project, S. cerevisiae, ATP luminescence, 38.5C; S. cerevisiae Mot1-301 growth rescue; percent above DMSO median, 100 means doubled; 1% of 320,000 active; growth rescue, % at 18.8 µM;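 active = every valid replicate shows activation above 250% relative to neutral control wells; inactive = the rest, any valid replicate at or below 250%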;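 note: OY570 slx delta 5 strain wells were the positive control but not used for scaling; some compounds called inactive have numbers as strong as hits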
CDK5 inh: inhibitors of human CDK5/p35 kinase, primary screen, biochemical, single concentration | inhibition, % at 10 µM | Recombinant CDK5/p35, ADP-Glo luminescence, 60 min | 0.01% of 330,000 active;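 active = highest replicate inhibition of at least 50% and at least 75% of replicates reaching 50%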;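 note: plate controls were DMSO neutral control for no effect and GW8510 at 10 µM for full effect; many of its hits are not listed in these tables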
Target sequence (Q00535 whole entry, looked up): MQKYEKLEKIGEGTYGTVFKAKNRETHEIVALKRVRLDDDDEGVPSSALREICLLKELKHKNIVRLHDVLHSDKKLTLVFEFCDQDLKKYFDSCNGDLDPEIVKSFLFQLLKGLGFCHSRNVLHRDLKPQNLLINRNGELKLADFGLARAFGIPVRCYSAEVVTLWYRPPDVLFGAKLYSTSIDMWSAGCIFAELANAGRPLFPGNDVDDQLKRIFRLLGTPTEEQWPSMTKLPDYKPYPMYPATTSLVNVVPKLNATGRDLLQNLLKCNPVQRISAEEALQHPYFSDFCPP
Target sequence (Q15078 whole entry, looked up): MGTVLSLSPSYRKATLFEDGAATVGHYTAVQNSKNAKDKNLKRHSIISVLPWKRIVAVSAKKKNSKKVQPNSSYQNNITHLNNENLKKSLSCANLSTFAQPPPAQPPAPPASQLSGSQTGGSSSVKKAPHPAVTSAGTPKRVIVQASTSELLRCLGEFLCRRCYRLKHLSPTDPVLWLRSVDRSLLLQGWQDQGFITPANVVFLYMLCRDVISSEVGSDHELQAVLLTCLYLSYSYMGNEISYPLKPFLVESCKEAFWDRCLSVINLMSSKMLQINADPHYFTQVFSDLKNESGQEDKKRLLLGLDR
HTR5A inv ag: HTR5A inverse agonists in luminescence cell assay, primary screen, counter-screen for OPRM1-OPRD1 heterodimer inverse agonist project, full-deck HTS; 0.083% of 340,000 active; 5-hydroxytryptamine receptor 5A (Homo sapiens), P47898; HTR5A cell line, inverse agonism; inhibition, % at 9.3 µM; AID 504634, 2011; in the data active = inhibition mostly above about 23%, no sharp cut-off; inactive = mostly below about 18%;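 note: 0% = cells with DMSO and 100% = no-cell wells with DMSO; some compounds called inactive have numbers as strong as hits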
HTR5A ag ctr: HTR5A agonists in luminescence cell assay, primary screen, counter-screen for OPRM1-OPRD1 heterodimer agonist project, full-deck HTS. 5-hydroxytryptamine receptor 5A (Homo sapiens), P47898. cell-based. activation, % at 9.3 µM. 0.61% of 340,000 active. AID 504692, 2011; in the data active = activation mostly above about 9.5%, no sharp cut-off; inactive = mostly below about 7.6%;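 note: 0% = cells with vehicle only and 100% = reference agonist; strong numbers were not always called active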
phage Ecoli inh: growth loss of phage-infected E. coli, primary screen, RecBCD inhibitor project, absorbance, with phage, HTS | 0.26% of 360,000 active | AID 651602, 2012 | inhibition, % at 11.9 µM; in the data active = inhibition above about 11%
Tat export inh: E. coli Tat export inhibitors, primary screen, MC4100, TorA-mCherry reporter, fluorescence, single point; 0.036% of 340,000 active; inhibition, % at 10 µM; AID 488895, 2010;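 active = mean replicate inhibition at least 50% and at least half of replicates individually reaching 50%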;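 note: exported cargo escapes ClpAP degradation while cytoplasmic cargo is degraded and loses fluorescence; 0% = median of neutral control wells and 100% = median of NaSCN control wells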
E coli growth: E. coli V3065 growth inhibition, primary screen, counter-screen for AddAB inhibitor project, absorbance, OD600. 18 h. inhibition, % at 11.9 µM. 0.27% of 330,000 active;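 active = inhibition above the campaign's mean inhibition across all tested compounds plus 3 SD, cut at about 9.9% in these data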;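 note: uninfected addAB+ strain grown without phage in ampicillin broth; 0% = DMSO wells and 100% = ciprofloxacin 0.95 µg/ml wells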
* hit, by the source's call.

SMILES	PKA-R1A act	PKA-R2B activ	DAGLB inhibitor	AddAB inh	Mot1-301 SUMO	CDK5 inh	HTR5A inv ag	HTR5A ag ctr	phage Ecoli inh	Tat export inh	E coli growth
O=C(Nc1cccc(F)c1)c1ccc(S(=O)(=O)NCC2CCCO2)cc1 (stereo unspecified)	-2	2	-3	2.0	19	-0.6	15	-1	-0.1	11	-1.2
CCOC(=O)c1nnn(-c2nonc2N)c1COc1ccc(F)cc1	6	6	-3	-1.0	17	0.8	10	3	1.2	3	-1.2
Cc1[nH]c(=O)c(C#N)c(C)c1CCC(=O)NCc1cccc(C(F)(F)F)c1	4	-1	0	4.5	10	-1.2	2	-1	2.8	-3	3.3
O=c1[nH]c(/C=C\c2ccc(O)cc2)nc(O)c1[N+](=O)[O-]	-5	-1	0	-0.4	0	-4.7	-10	5	-2.4	-5	0.3
Cc1ccsc1/C=N/NC(=O)C(N)=O	3	-1	-2	4.4	0	-4.1	-3	1	4.6	6	2.4
COc1cccc(C(=O)N[C@@H](CCSC)c2nc3ccccc3[nH]2)c1	4	4	0	1.1	-10	-3.7	-18	0	2.8	7	1.0
O=C(NNC(=O)c1ccccc1C(=O)O)c1ccc(O)cc1	10	-2	-2	2.7	-3	-2.8	-15	1	1.7	1	-0.6
COc1ccc(CC(=O)NCc2nnc(SCC(=O)Nc3nccs3)n2-c2ccccc2)cc1	0	-12	3	1.1	162	0.5	-7	1	1.7	2	1.4
COc1ccccc1N1CC(O)=C(c2nc3ccccc3c(=O)[nH]2)C1=N	-5	-10	4	1.6	7	-2.4	-16	-1	0.0	-4	-2.8
CCc1cc(=O)[nH]c(SCC(=O)Nc2ccc3c(c2)OCCO3)n1	4	-5	-2	-1.1	27	0.3	3	-1	4.8	-2	2.3
CCN(CC(=O)Nc1ccc(NC(C)=O)cc1)C(=O)c1ccc(N2CCC(C)CC2)c([N+](=O)[O-])c1	0	4	7	-1.4	-11	-1.4	11	-4	3.1	4	-1.6
O=C1C=C(NCCc2ccccc2)C2(CCCCC2)O1	-9	-9	-2	1.8	-9	2.9	-15	6	5.0	-15	0.1
CN1CCc2nc(NC(=O)c3cccc(S(=O)(=O)N4CCc5ccccc54)c3)sc2C1	9	3	2	-0.6	-5	0.0	6	3	2.4	4	1.3
Cc1cc(=O)[nH]c2c1c(C)nn2C1CCCC1	-7	-3	2	3.5	315	0.2	14	0	2.4	6	-0.3
COc1ccc(NC(=O)/C(=C\c2ccc(OS(=O)(=O)c3ccc(C)cc3)cc2)NC(=O)c2ccccc2)cc1	2	1	-1	4.0	-5	-0.2	-4	2	1.8	-6	0.8
O=S(=O)(c1ccc(S(=O)(=O)N(Cc2ccco2)Cc2ccccc2Cl)cc1)N1CCCC1	10	-2	-4	5.0	13	-0.4	9	-1	1.7	-4	2.0
COC(=O)c1ccc(OCCCCN(C)Cc2ccccc2)cc1	-8	-5	0	1.2	-1	-3.0	17	1	1.6	-3	-1.4
COc1ccc(C)cc1NC(=O)C1CCN(C(=O)Cc2ccccc2)CC1	2	-17	0	-1.3	-18	1.9	-4	4	0.8	-2	0.6
COc1ccccc1C(=O)N/N=C1/NC(=O)CC(C(=O)Nc2ccccc2)S1 (stereo unspecified)	4	13	1	0.9	-9	-0.8	-9	3	2.0	-9	0.0
COC(=O)[C@H]1C[C@@H]1[C@H](NC(=O)c1cc(C)on1)c1ccccc1	0	0	0	1.8	-9	1.8	-6	3	1.9	-2	-0.2
Cn1cnnc1SCc1ccc(F)c2ccccc12	4	-4	3	3.1	-11	-0.8	6	1	1.2	0	2.0
CCOC(=O)CC(=O)CSc1nc2c(sc(=S)n2-c2ccc(C)c(C)c2)c(=O)[nH]1	-4	5	21	2.0	8	-0.3	-4	1	4.4	-4	-1.6
CC1CC1C(=O)OCC(=O)NCc1ccc(Cl)cc1Cl (stereo unspecified)	0	-4	0	-0.2	276	0.7	1	1	1.9	-3	1.2

Some of these compounds in order of SMILES length, descending.
SMILES	PKA-R1A act	PKA-R2B activ	DAGLB inhibitor	AddAB inh	Mot1-301 SUMO	CDK5 inh	HTR5A inv ag	HTR5A ag ctr	phage Ecoli inh	Tat export inh	E coli growth
COc1ccc(NC(=O)/C(=C\c2ccc(OS(=O)(=O)c3ccc(C)cc3)cc2)NC(=O)c2ccccc2)cc1	2	1	-1	4.0	-5	-0.2	-4	2	1.8	-6	0.8
CCN(CC(=O)Nc1ccc(NC(C)=O)cc1)C(=O)c1ccc(N2CCC(C)CC2)c([N+](=O)[O-])c1	0	4	7	-1.4	-11	-1.4	11	-4	3.1	4	-1.6
O=S(=O)(c1ccc(S(=O)(=O)N(Cc2ccco2)Cc2ccccc2Cl)cc1)N1CCCC1	10	-2	-4	5.0	13	-0.4	9	-1	1.7	-4	2.0
CN1CCc2nc(NC(=O)c3cccc(S(=O)(=O)N4CCc5ccccc54)c3)sc2C1	9	3	2	-0.6	-5	0.0	6	3	2.4	4	1.3
COC(=O)[C@H]1C[C@@H]1[C@H](NC(=O)c1cc(C)on1)c1ccccc1	0	0	0	1.8	-9	1.8	-6	3	1.9	-2	-0.2
COc1ccc(C)cc1NC(=O)C1CCN(C(=O)Cc2ccccc2)CC1	2	-17	0	-1.3	-18	1.9	-4	4	0.8	-2	0.6
COC(=O)c1ccc(OCCCCN(C)Cc2ccccc2)cc1	-8	-5	0	1.2	-1	-3.0	17	1	1.6	-3	-1.4
CC1CC1C(=O)OCC(=O)NCc1ccc(Cl)cc1Cl (stereo unspecified)	0	-4	0	-0.2	276	0.7	1	1	1.9	-3	1.2
O=C1C=C(NCCc2ccccc2)C2(CCCCC2)O1	-9	-9	-2	1.8	-9	2.9	-15	6	5.0	-15	0.1
Cc1cc(=O)[nH]c2c1c(C)nn2C1CCCC1	-7	-3	2	3.5	315	0.2	14	0	2.4	6	-0.3
Cn1cnnc1SCc1ccc(F)c2ccccc12	4	-4	3	3.1	-11	-0.8	6	1	1.2	0	2.0
